Compound activity (PubChem)
5-HT1A blocker: antagonists of human 5-HT1a serotonin receptor; AID 612; P08908; CHO 5-HT1a Ga15 NFAT-bla reporter, antagonist mode; inhibition, % at 10 µM; 62,000 compounds, 0.68% hits;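 active means inhibition above the mean of all tested compounds plus 3 SD, cut at about 43% in these data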;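 further: receptor stimulated by 5-CT agonist at 100 nM near EC80; beta-lactamase reporter measured by ratiometric fluorescence of a cleavable substrate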
HTR1E antagonist: antagonists of human 5-HT1E serotonin receptor | CHO 5-HT1E Ga15 NFAT-bla reporter, FRET, antagonist | 65,000 compounds, 0.99% hits | inhibition, % at 6 µM | AID 571;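 active means inhibition above a set limit, the mean inhibition across every tested compound plus 3 SD, cut at about 29% in these data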;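 further: signal is the 460 over 535 nm emission ratio of beta-lactamase substrate; 0% = agonist plus DMSO wells and 100% = wells without agonist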
Target sequence (P28566 whole entry, looked up): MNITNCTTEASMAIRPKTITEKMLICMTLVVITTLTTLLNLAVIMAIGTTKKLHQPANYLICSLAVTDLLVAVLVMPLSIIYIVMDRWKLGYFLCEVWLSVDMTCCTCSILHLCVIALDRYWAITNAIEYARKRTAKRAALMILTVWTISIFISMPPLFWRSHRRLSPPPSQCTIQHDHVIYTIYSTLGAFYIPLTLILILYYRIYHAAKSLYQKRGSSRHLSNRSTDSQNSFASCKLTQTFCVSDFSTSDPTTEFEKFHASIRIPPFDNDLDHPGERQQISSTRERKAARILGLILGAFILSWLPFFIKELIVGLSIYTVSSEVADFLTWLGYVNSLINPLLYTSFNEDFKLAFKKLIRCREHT
S1P3 ag: agonists of human S1P3 receptor; S1P3 NFAT-BLA reporter cells, agonism, FRET ratio; relative to 1 µM S1P, basal subtracted; activation, % at 4.5 µM; Q99500; 60,000 compounds, 0.1% hits;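 active means activation above the screen-wide mean plus 3 SD, cut at about 4.5% in these data, passing the limit was not always enough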; further: some compounds called inactive have numbers as strong as hits
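material = human S1P3 NFAT-BLA reporter CHO cells | schedule = 4 h compound at 37 °C, 2 h substrate at RT | measured by = fluorescent BLA substrate, ex 405 nm, em 460/535 nm ratio | controls = 1 µM S1P reference | replication = primary once, confirmation triplicate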
M1 antagonist: M1 muscarinic receptor (rat) antagonism. P08482. CHO-M1 cells, Fluo-4 calcium, ACh EC80 antagonist mode; active compounds read low. B-score at 10 µM. 64,000 compounds, 3.4% hits. AID 628;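 active means calcium fluorescence response, raw or row-and-column corrected B-score, differing from the plate sample mean either way at a set confidence level, mostly lower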
Target sequence (P08482 whole entry, looked up): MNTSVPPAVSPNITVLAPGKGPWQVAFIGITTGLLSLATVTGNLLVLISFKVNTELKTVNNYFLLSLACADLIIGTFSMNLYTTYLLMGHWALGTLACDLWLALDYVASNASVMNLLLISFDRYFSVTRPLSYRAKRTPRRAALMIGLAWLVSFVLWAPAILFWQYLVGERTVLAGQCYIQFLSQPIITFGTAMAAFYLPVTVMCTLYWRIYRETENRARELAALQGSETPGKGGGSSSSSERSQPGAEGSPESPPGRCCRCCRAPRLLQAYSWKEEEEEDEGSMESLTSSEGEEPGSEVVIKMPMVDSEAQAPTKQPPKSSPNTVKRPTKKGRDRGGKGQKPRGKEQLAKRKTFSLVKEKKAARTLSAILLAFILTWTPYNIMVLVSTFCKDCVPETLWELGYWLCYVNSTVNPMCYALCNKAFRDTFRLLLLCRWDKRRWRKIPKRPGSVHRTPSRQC
5HT1a ag: activates the human 5-HT1a serotonin receptor; CHO 5-HT1a Ga15 NFAT-bla reporter, FRET ratio; 0% basal, 100% maximal reference agonist; activation, % at 10 µM; 65,000 compounds, 0.56% hits; P08908;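 active means activation above the screen-wide mean activation plus 3 SD, cut at about 19% in these data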;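 further: 0% = DMSO wells and 100% = 5-CT at EC100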
Jurkat viability: cytotoxic compounds reducing Jurkat cell viability; Jurkat E6.1 viability, ATP luminescence, 48 h; inhibition, % at 4 µM; 56,000 compounds, 1.2% hits;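 active means inhibition above the mean inhibition of all tested compounds plus 3 SD, cut at about 28% in these data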
S1P1 ag-PAM: activates or potentiates agonism at human S1P1 receptor | P21453 | S1P1 CRE-bla cells, forskolin, beta-lactamase FRET, potentiator mode; S1P1 agonist co-added at EC20, 2 nM; 100% = saturating reference agonist, 0% = basal | activation, % at 9.5 µM | 56,000 compounds, 0.57% hits | AID 449;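 active means activation above a cutoff set at the mean activation of all tested compounds plus 3 SD, cut at about 54% in these data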;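 further: forskolin at 4 µM as EC80 and the EC20 agonist is SEW2871; 100% = SEW2871 at its EC100 plus forskolin at EC80; some compounds past the cut are filed as inactive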
5HT1E ag: activates the human 5-HT1E serotonin receptor. 65,000 compounds, 0.69% hits. CHO 5-HT1E Ga15 NFAT-bla reporter, FRET; 0% DMSO wells, 100% control agonist wells. activation, % at 6 µM. P28566;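 active means activation above a set limit, the screen-wide mean activation plus 3 SD, cut at about 8.5% in these data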;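 further: 100% = positive control agonist at 1 µM giving full maximal response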
M1 ag: activates the M1 muscarinic receptor; AID 626; CHO-M1 cells, Fluo-4 calcium fluorescence, agonist mode; active compounds read high; B-score at 10 µM; 64,000 compounds, 3% hits;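 active means fluorescence rise, raw or as B-score row- and column-corrected plate score, outside the 99.7% band of its plate's samples, either direction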
The depositor's hits bear a star; . = no result given.

SMILES	5-HT1A blocker	HTR1E antagonist	S1P3 ag	M1 antagonist	5HT1a ag	Jurkat viability	S1P1 ag-PAM	5HT1E ag	M1 ag
Cc1cccc(NC(=O)CSc2nnc(NC(=O)CN3CCOCC3)s2)c1	4	-3	.	-0.45	-0.3	.	.	1.0	0.0033
O=C(CSc1nnc(-c2ccc(O)cc2)n1Cc1ccco1)N1CCc2ccccc2C1	1	2	0.3	0.14	-2.0	4	20	-0.3	1.1
Cc1sc2nc3c(C(=O)N4CCN(c5ncccn5)CC4)cccn3c(=O)c2c1C	7	-8	.	1.2	-0.3	.	.	-1.4	-0.0056
CCN1C(=S)SC(=O)C1=C1C=C(C)N(CCOC)C(C)=C1	2	-9	.	-0.7	0.6	.	.	0.9	44*
C(=NC12CN3CN(CN(C3)C1)C2)c1ccc2c(c1)OCO2	14	10	-1.5	-0.031	-2.3	6	17	-1.0	-0.065
Cn1c(=O)[nH]c(=O)c2c1nc(N1CCCCC1)n2CCCSc1nc2ccccc2s1	-1	21	1.2	0.077	1.9	7	-72	0.9	0.53
COc1ccc(CCNC(=O)CSCc2n[nH]c(=O)[nH]2)cc1OC	-9	-8	-0.1	1.4	-0.9	4	.	0.7	0.25
O=C(O)CCc1ccc(-c2ccc(F)cc2)n1NC(=O)c1ccco1	-6	-1	-1.0	0	0.4	-9	.	-0.6	-0.86
COc1ccc(CSc2nc(C)cc(=O)[nH]2)cc1	-12	1	-1.3	0.41	-2.2	0	2	0.3	-0.0098
O=C(O)C1CC=CCC1C(=O)N1CCCC1 (configuration not stated)	4	7	0.1	0.51	0.6	-7	-8	-0.5	1.6
CCOc1ccc(N2C(=O)CC(N3CCOCC3)C2=O)cc1 (configuration not stated)	-6	9	0.2	0.95	-2.5	11	6	-1.0	-1.8
COc1ccc(C2(C(=O)Nc3c(C)n(C)n(-c4ccccc4)c3=O)CCCC2)cc1OC	4	20	-0.5	-0.34	0.4	-3	.	-0.4	0.42
O=C(Nc1ccccc1)c1ccc(S(=O)(=O)N(CCO)CCO)cc1	-16	-9	0.5	0.15	0.9	-1	2	-0.1	-0.086
COc1ccccc1C(=O)n1nc(-c2ccccc2)nc1NCc1ccco1	44*	0	-1.0	-1.1	-1.6	-3	-26	-0.6	0.12
COc1nc(-c2ccccc2)cc(-c2ccccc2)n1	26	4	-1.5	0.86	-2.1	0	-16	-0.4	1.5
Cc1ccc(C)c(N2CCN(S(=O)(=O)c3ccc4c(c3)OCCO4)CC2)c1	13	7	0.5	-1*	-2.5	9	17	0.4	-0.13
CS(=O)(=O)N1CCCC(C(=O)N2CCOCC2)C1 (configuration not stated)	-4	2	0.4	-0.0099	-2.3	-9	-8	-0.1	-0.0084
CSc1nc(O)c(C2OC(=O)c3ccccc32)c(=O)[nH]1 (configuration not stated)	18	7	-1.0	1.1	0.5	6	4	-1.4	-0.31
COc1ccc(NCc2cc3cc(OC)ccc3[nH]c2=O)cc1	7	0	-2.5	-0.002	-0.3	2	12	-0.2	3.8*
COc1ccccc1NC(=O)Nc1ccnn1C1CCCCC1	-17	-6	.	0.0059	-0.6	.	.	0.9	-0.041

Compound profiles, as listed above.
COc1ccccc1C(=O)n1nc(-c2ccccc2)nc1NCc1ccco1 reads 5-HT1A blocker: 44*; HTR1E antagonist: 0; S1P3 ag: -1.0; M1 antagonist: -1.1; 5HT1a ag: -1.6; Jurkat viability: -3; S1P1 ag-PAM: -26; 5HT1E ag: -0.6; M1 ag: 0.12
C(=NC12CN3CN(CN(C3)C1)C2)c1ccc2c(c1)OCO2 reads 5-HT1A blocker: 14; HTR1E antagonist: 10; S1P3 ag: -1.5; M1 antagonist: -0.031; 5HT1a ag: -2.3; Jurkat viability: 6; S1P1 ag-PAM: 17; 5HT1E ag: -1.0; M1 ag: -0.065
CCN1C(=S)SC(=O)C1=C1C=C(C)N(CCOC)C(C)=C1 reads 5-HT1A blocker: 2; HTR1E antagonist: -9; S1P3 ag: .; M1 antagonist: -0.7; 5HT1a ag: 0.6; Jurkat viability: .; S1P1 ag-PAM: .; 5HT1E ag: 0.9; M1 ag: 44*

Pulled by compound from the entries so far:
SMILES	5-HT1A blocker	HTR1E antagonist	S1P3 ag	M1 antagonist	5HT1a ag	Jurkat viability	S1P1 ag-PAM	5HT1E ag	M1 ag
COc1ccc(CSc2nc(C)cc(=O)[nH]2)cc1	-12	1	-1.3	0.41	-2.2	0	2	0.3	-0.0098
COc1ccccc1NC(=O)Nc1ccnn1C1CCCCC1	-17	-6	.	0.0059	-0.6	.	.	0.9	-0.041

(cont.)
SMILES	5-HT1A blocker	HTR1E antagonist	S1P3 ag	M1 antagonist	5HT1a ag	Jurkat viability	S1P1 ag-PAM	5HT1E ag	M1 ag
N#Cc1ccc(OCC(=O)N2CCN(S(=O)(=O)c3cccs3)CC2)cc1	9	1	-1.4	-0.93	-1.7	5	4	0.6	-1.6
CC1CC(C)CN(c2ncnc3c2cnn3-c2ccc(Cl)cc2)C1 (configuration not stated)	0	-12	-0.7	0.28	1.0	-8	-26	-0.3	-1.9
O=c1[nH]c2cc3c(cc2cc1CN(Cc1ccccc1)Cc1nnnn1Cc1ccco1)OCCO3	20	-3	-0.5	-0.016	-2.3	4	-24	-0.4	0.15
Cc1ccc(CC2CC(=O)N(CCc3ccc4c(c3)OCO4)C2=O)cc1 (configuration not stated)	2	18	-1.6	0.46	-1.3	8	28	-1.3	0.98
N#CC1=C(N)C(C#N)(C#N)[C@H](c2ccsc2)[C@H]2COCC=C12	-9	1	0.6	0.29	-0.6	4	-2	0.3	3.4*
CCOc1ccc(C(=O)CN2CCN(S(=O)(=O)c3ccc(Cl)cc3)CC2)cc1	-2	1	0.1	-0.084	-1.4	-7	-12	0.2	-1.3
O=C(c1ccccc1C(=O)N1CCN(c2ccccc2F)CC1)N1CCN(c2ccccc2F)CC1	22	-2	0.1	0.084	1.6	-2	.	0.8	6
CC1(C)CC(=O)c2cc(C(=O)Nn3cnnc3)c(=O)n(-c3ccccc3)c2C1	0	4	-0.7	0.41	-5.0	0	-6	-1.7	-0.1
CN(C)CC(O)COc1ccc(-c2ccc(C#N)cc2)cc1 (configuration not stated)	.	3	-2.0	-0.04	0.0	.	-10	-0.4	0.087
CN(C)Cc1nc2c(c(=O)[nH]1)C1(CCCCC1)Cc1ccccc1-2	0	4	-0.1	0.048	1.1	7	0	-0.9	0.27
Cc1cccc(-c2nc(CSCC(=O)N3CCN(c4ccccn4)CC3)c(C)o2)c1	16	7	-1.1	-3.7*	-1.1	10	59	0.8	3.8*
N#Cc1c(NC(=O)CN2CCCCC2)sc2c1CCC2	1	6	-0.5	0.6	1.0	9	0	-0.6	-0.051
COC(=O)c1ccccc1NC(=O)C1CC(c2ccc(F)cc2)=NO1 (configuration not stated)	0	3	0.1	0.1	-1.0	-4	-9	0.3	-0.75
CCc1c(C)[nH]c(=S)c(C#N)c1C	7	-9	0.3	0.72	-5.2	2	3	0.2	0.3
O=C(Cn1c(S(=O)(=O)Cc2ccccc2)nc2ccccc21)N1CCCCC1	-10	-5	-0.6	0.19	-1.3	4	-19	0.4	0.85
CCOC(=O)C1CCN(S(=O)(=O)c2cccc(-c3cn4cccnc4n3)c2)CC1	-12	7	-1.4	0.17	-0.4	8	.	-0.8	-1.8
Cc1noc(C)c1S(=O)(=O)N1CCC(C(=O)NCCN2CCC(C)CC2)CC1	12	1	.	-4.3*	1.4	.	.	0.1	1.2
OCCN1CCN(c2ncnc3nc[nH]c23)CC1	4	-5	-0.4	1.8	-2.8	-14	-8	0.1	0.59
CCc1ccc(NC(=O)C2CCCCC2C(=O)O)cc1 (configuration not stated)	-3	-2	-1.7	-0.24	1.8	-4	8	-0.7	-0.15
Cc1cc(C(=O)N2CCN(c3ncccn3)CC2)cs1	-8	-2	-0.2	0.7	-0.8	-4	9	-1.4	0.17
Cc1ccc2oc(=O)n(Cc3ccccc3OC(C)C)c2c1	10	11	-0.1	-0.037	0.0	0	20	-0.8	0.52
CN1C(=O)N(C)C(NC(=O)Nc2ccccc2)C1NC(=O)Nc1ccccc1 (configuration not stated)	0	-3	-1.3	0.94	-6.1	1	-19	0.8	1
COC(=O)c1cc(Cc2ccc(N)c(C(=O)OC)c2)ccc1N	5	8	-2.0	-0.5	-1.4	2	-14	-0.9	-1.3
CCOC(=O)C1CCCCN1Cc1ccc(OC)c(OC)c1OC (configuration not stated)	4	-9	0.0	-0.53	-0.5	-3	-16	1.0	0.32
O=c1/c(=C/c2ccccn2)sc2n1CN(c1ccccc1)CN=2	.	-7	-0.8	-0.15	1.0	.	0	0.3	0.16
COc1cccc(CNC(=O)C2CCN(S(=O)(=O)N3CC(C)CC(C)C3)CC2)c1 (configuration not stated)	-16	2	-0.4	-1.4	0.2	0	-7	0.7	0.67
CC(NC(=O)Nc1nccs1)(C(F)(F)F)C(F)(F)F	.	7	-4.7	-0.62	2.4	.	-4	0.7	-0.76
COC(=O)CCN(C(C)=O)c1ccc(N)cc1	-5	8	-1.9	-0.022	2.6	10	-3	0.5	-0.16
O=C(Cn1c(=O)n(Cc2ccco2)c(=O)c2ccccc21)Nc1cccc(Cl)c1	11	0	0.0	-0.11	-0.2	-7	-4	0.8	-0.4
CCCNC(=O)NCCc1ccncc1	-10	-1	.	-1.2	-0.5	.	.	0.0	0.23
Cc1ccccc1Cn1c(=N)n(CC(=O)c2ccco2)c2ccccc21	34	-7	-0.1	-0.58	-0.3	0	-26	-0.2	-0.42
O=C1CN(C(=O)c2cnccn2)c2ccccc2N1	-6	-2	0.6	0.19	-2.6	-6	7	-0.1	-0.46
CCn1c2ccccc2c2nnc(SCC(=O)N3CC(C)OC(C)C3)nc21 (configuration not stated)	-3	17	0.4	-0.018	-0.5	2	-16	0.5	1
COCCN(C(=O)Cn1nnc2ccccc21)C(C(=O)NC1CCCC1)c1cccc(OC)c1OC (configuration not stated)	1	0	-0.5	-3.9*	1.2	-1	5	0.0	-0.32
O=C(c1ccncc1)N(Cc1ccccc1)Cc1nc2ccccc2c(=O)[nH]1	-13	10	-0.9	-0.61	-4.1	2	-5	-1.8	-0.87
CCOC(=O)c1ccccc1NC(=O)COC(=O)c1ccc(C)c(S(=O)(=O)N2CCOCC2)c1	-2	8	.	1	1.3	.	.	-1.3	-0.098
CC(Cc1ccccc1)N/C=C1/CC(=O)NC1=O (configuration not stated)	-4	-7	-1.2	-0.22	1.8	10	-7	1.0	0.54
COc1ccc(/C(O)=C2/C(=O)C(=O)N(CCCN(C)C)C2c2ccc(C)o2)cc1Cl (configuration not stated)	.	1	-4.0	-0.11	-2.6	.	0	-0.3	0.12
Cc1cc(C)n2nc(CCc3nc4nc(C)cc(C)n4n3)nc2n1	2	1	.	-0.72	-0.1	.	.	-0.8	-0.55
C=CCNS(=O)(=O)c1ccc(OC)c(C)c1	-6	-13	0.1	-0.8	-0.9	-2	.	0.3	-0.97
O=C1CSC(c2ccccc2F)N1c1cc(Cl)ccc1O (configuration not stated)	8	30*	-0.5	.	-1.5	-3	8	-0.7	.
